Screens as filed in PubChem BioAssay.
POLI inh = blocks human DNA polymerase iota activity. Pol iota fluorescent replication assay, 10 min. Potency, µM (highest dose often 115 µM), for inactives: at the highest dose activity, negative = inhibition, usual class: inhibitors. hit rate 1% among 390,000; note: potency is the fitted concentration of half-maximal effect
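Fluorescent replication assay read twice, at 0 min and 10 min after adding 50 nM (final) substrate. Enzyme (10 nM) and compounds were first incubated 15 min at room temperature; enzyme-free buffer wells were negative controls.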
APEX1 inh = APE1 (human) endonuclease inhibition | recombinant APE1, TAMRA/BHQ-2 abasic DNA cleavage fluorescence | Potency, µM (titrated, usually from 65.8 µM), for the others: at the highest dose activity change, negative = inhibition, actives largely listed as inhibitors | hit rate 0.35% among 350,000;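 note: potency is the fitted concentration of half-maximal effect; plate controls were vehicle for no effect and reference inhibitor for full effect; nearly all actives have a fitted effect of over 55% in size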
Target sequence (P27695 whole entry, looked up): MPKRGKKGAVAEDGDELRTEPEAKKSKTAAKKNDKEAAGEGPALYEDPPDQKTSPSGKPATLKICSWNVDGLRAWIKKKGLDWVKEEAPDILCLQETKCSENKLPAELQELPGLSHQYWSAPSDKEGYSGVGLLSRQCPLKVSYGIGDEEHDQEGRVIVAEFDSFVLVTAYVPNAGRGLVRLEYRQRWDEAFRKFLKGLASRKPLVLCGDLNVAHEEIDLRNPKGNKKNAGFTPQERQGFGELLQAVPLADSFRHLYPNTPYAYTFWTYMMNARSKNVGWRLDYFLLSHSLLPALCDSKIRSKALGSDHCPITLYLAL
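Activity was derived from the fluorescence gain between first and third kinetic reads (60 s intervals, ex 525/em 598 nm) after 50 nM THF-abasic TAMRA/BHQ-2 duplex was added to 0.75 nM APE1 preincubated 15 min with compound.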
ERG Ets-DNA blk = inhibitors of human ERG Ets domain-DNA interaction. P11308. fluorescence polarization, His-ERG Ets domain / labelled DNA. Potency, µM (doses to about 76.9 µM), for the others: at the top dose FP activity, negative = inhibition, most hits filed as inhibitors. hit rate 0.028% among 370,000. AID 624246; active = well fitted inhibition curve with a large enough effect in the polarisation, with a control signal flat; inconclusive = small, poorly fitted or top-dose-only effect, or effect the other way, or a change in a side signal; inactive = no such curve, though single readings can be large or run the other way; the % refers to the polarisation;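 note: polarization taken with two DNA probes labelled with fluorescein and Texas red; potency is the fitted concentration of half-maximal effect; % of control where 0% means no effect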
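His-tagged ERG Ets domain (1 uM in the protein solution; 300mM KCl, 50mM Tris-HCl, 1mM EDTA, 1mM DTT, pH 7.5) received compound, then a probe mix of 5 nM fluorescein-DNA and 100nM Texas-615-DNA. Fluorescence polarization was read for both dyes.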
Apoferritin bind = binds horse apoferritin like a general anesthetic; P02791; apoferritin/1-aminoanthracene competitive binding, fluorescence; Potency, µM (doses to about 77.5 µM), for the others: at the top dose activity change, negative = displacement, actives largely listed as inhibitors; hit rate 0.074% among 350,000; note: potency is the fitted concentration of half-maximal effect; % is set by controls: 0 for no effect and ±100 for the full control effect; nearly all actives have a fitted effect of over 20% in size
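10 uM apoferritin + 50% sat. 1-AMA, PBS; cpd 10 min RT; Ex380/Em535 endpoint; normalized to free probe vs complex; 4-param Hill fit; propofol titration as pos. ctrl.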
12-LOX inh = blocks human arachidonate 12S-lipoxygenase | hit rate 1.1% among 580,000 | Potency, µM (titrated, usually from 108 µM), inactives show top-dose activity change, negative = inhibition, most hits filed as inhibitors | purified 12hLO, xylenol orange hydroperoxide absorbance | AID 1671190 | P18054; note: potency is the fitted concentration of half-maximal effect; % is set by controls: 0 for no effect and ±100 for the full control effect
Target sequence (P18054 whole entry, looked up): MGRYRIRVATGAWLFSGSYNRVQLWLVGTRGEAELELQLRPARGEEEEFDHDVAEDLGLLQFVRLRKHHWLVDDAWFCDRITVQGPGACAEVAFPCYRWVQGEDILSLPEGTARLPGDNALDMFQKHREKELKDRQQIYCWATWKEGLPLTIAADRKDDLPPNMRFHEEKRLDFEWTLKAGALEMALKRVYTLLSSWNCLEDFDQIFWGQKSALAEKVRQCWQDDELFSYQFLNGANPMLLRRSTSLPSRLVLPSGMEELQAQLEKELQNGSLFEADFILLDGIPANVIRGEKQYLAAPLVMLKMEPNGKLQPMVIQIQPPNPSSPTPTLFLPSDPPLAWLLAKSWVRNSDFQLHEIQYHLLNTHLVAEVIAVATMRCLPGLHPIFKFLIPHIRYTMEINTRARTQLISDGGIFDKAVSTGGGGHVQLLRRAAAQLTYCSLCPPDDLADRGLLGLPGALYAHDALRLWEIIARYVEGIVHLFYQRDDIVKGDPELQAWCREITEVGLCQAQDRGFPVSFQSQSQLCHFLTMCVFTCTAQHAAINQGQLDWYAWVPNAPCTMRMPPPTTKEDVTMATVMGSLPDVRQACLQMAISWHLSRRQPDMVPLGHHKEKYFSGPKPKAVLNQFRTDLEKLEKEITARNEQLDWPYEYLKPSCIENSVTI
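Purified human 12hLO at 150 nM in 25 mM Hepes, 0.01% Triton X-100, pH 7.0, preincubated 15 min at room temperature with compound. Reaction started with 40 uM arachidonic acid, 30 min at room temperature. Hydroperoxide measured by Fe-xylenol orange, 573/405 nm absorbance ratio.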
BLM inh = blocks DNA unwinding by human BLM helicase. recombinant BLM DNA unwinding, fluorescence dequenching. Potency, µM (top dose mostly 56.1 µM), for inactives: at the top dose activity change, negative = inhibition, most hits filed as inhibitors. hit rate 0.2% among 350,000. AID 2528;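 note: potency is the fitted concentration of half-maximal effect; plate controls were vehicle for no effect and no enzyme for full effect; nearly all actives have a fitted effect of over 35% in size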
TRHR ag = agonists of human TRH receptor; P34981; TRHR cells, calcium flux fluo-8, FDSS agonist mode; activation, % at 2 µM; hit rate 0.18% among 360,000; in the data active = activation above about 30%; note: 0% is about no effect
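TRHR-expressing cells loaded with fluo-8 calcium dye; 23 nL library compound pin-transferred, kinetic FDSS fluorescence (Ex 480/Em 530) recorded about 180 s for agonist-induced calcium release, before a 10 nM TRH EC20 addition for potentiator mode.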
Pol kappa inh = DNA polymerase kappa (human) inhibition; Potency, µM (top dose mostly 107 µM), for the others: at the highest dose activity, negative = inhibition, usual class: inhibitors; hit rate 0.53% among 400,000; purified Pol kappa, fluorescent DNA synthesis assay, 10 min; note: potency is the fitted concentration of half-maximal effect; % is set by controls: 0 for no effect and ±100 for the full control effect
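Kinetic fluorescence readout at 0 and 10 min followed reaction start with substrate at 50 nM final. Beforehand, enzyme (10 nM Pol kappa) stood 15 min with compound at room temperature; buffer-only wells were negative controls.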
Pol beta inh = DNA polymerase beta (human) inhibition | P06746 | Pol beta primer extension/strand displacement, fluorescence kinetic | Potency, µM (top dose mostly 114 µM), for inactives: at the top dose activity change, negative = inhibition, most hits filed as inhibitors | hit rate 1.3% among 340,000 | AID 485314; note: potency is the fitted concentration of half-maximal effect; % is set by controls: 0 for no effect and ±100 for the full control effect
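Reaction started by 50 nM substrate onto compound-treated Pol beta (10 nM, 15 min preincubation, room temperature); plates read at 0 min and 10 min. Normalized concentration-effect data fitted by four-parameter Hill equation.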
Numbers without * were called inactive; ? = inconclusive; / = no result given; & = joins results of further samples; [ ] = remark or other dose. Unless noted, calls come from the whole dose curve; as a rule, active = well fitted curve in the direction sought with a large enough effect; inconclusive = small, poorly fitted or top-dose-only effect, or another doubt; inactive = no such curve, though single readings can be large; an effect the other way counts as inactive or inconclusive. Only part of the results is shown; count on the stated rates, not on these rows.

SMILES	POLI inh	APEX1 inh	ERG Ets-DNA blk	Apoferritin bind	12-LOX inh	BLM inh	TRHR ag	Pol kappa inh	Pol beta inh
Cc1cc(/C=C2/SC(=O)N(CC(=O)N3CCCC3)C2=O)c(C)n1C	38%[activator]	19%	12%	-11%	?	-3%	0.2	3%	10%
CC(=O)c1cccc(S(=O)(=O)NCCC(=O)NC2CCCCCC2)c1	23%	10%	-1%	/	-9%&8%	/	-0.5	-2%	/
Cc1ccc(S(=O)(=O)N(Cc2cc3cccc(C)c3[nH]c2=O)c2ccccc2)cc1	5%	2%	-3%	-16%	-12%	-3%	-0.1	-3%	-24%
COc1ccc(CNC(=O)CCn2cccc2)cc1	-2%	4%	2%	-7%	6%	-5%	0.4	-4%	4%
O=S(=O)(c1ccc(Br)s1)N1CCN(c2ncccn2)CC1	-2%[58.9 µM]	23%	5%	-20%	6%	-6%	-0.5	9%	6%
CNC(=S)Nc1cccc(C(=O)OC)c1	0%	3%	2%	-2%	?	-7%	0.2	-2%	0%
CN(CC(O)CON=C1c2ccccc2-c2ccccc21)S(=O)(=O)c1ccc(Br)cc1 (stereo not drawn)	-13%	8%	24%	-13%	-6%	-9%	2.8	-11%	26%
Cc1ccc(OCc2ccc(C(=O)NCC3CCCO3)cc2)cc1C (stereo not drawn)	2%	13%	1%	/	-8%	/	-0.2	2%	/
NC12CC3CC(C1)CC(O)(C3)C2	18%	-5%	5%	-9%	-35%	-1%	1.2	6%	1%
COC(=O)c1c(-c2ccc(Cl)cc2)noc1N1CCN(c2ccc(F)cc2)CC1	20%	/	-2%	-13%	-9%	-2%	0.5	-8%[60.1 µM]	2%
CCn1cc(C(=O)NCC(OC)OC)c(=O)c2cc(S(=O)(=O)N3CCCC3)ccc21	40%[activator]	18%	12%	-7%	-9%	-3%	0.2	3%	-7%
CCCn1c2ccccc2c2cnn(CC(=O)N(C)c3ccccc3CC)c(=O)c21	-17%	/	-9%	90%[activator]	-13%	-4%	-1.1	-4%	0%
CCn1cc(C(=O)O)c(=O)c2cc(F)c(N3CCN(C(=S)NC(=O)c4ccccc4C)CC3)cc21	33%[activator]	-2%	-2%	-9%	-1%	-9%	0.2	-3%	1%
CC(=O)Nc1ccccc1NC(=O)C(F)(F)F	21%	2%	1%	-6%	0%	2%	0.5	-2%	14%
CCOc1ccccc1NC(=O)CCNS(=O)(=O)c1ccc2c(c1)CCN2C(=O)C1CC1	1%	/	-2%	4%	-23%	-2%	0.0	-11%[60.1 µM]	-22%
COc1ccc(CCNC(=O)CCNC(=O)c2ccc(Br)cc2)cc1OC	-2%	-1%	-12%	-7%	-6%	6%	-0.3	-15%	5%[57.1 µM]

6 entries already listed, ordered by SMILES length, highest first.
SMILES	POLI inh	APEX1 inh	ERG Ets-DNA blk	Apoferritin bind	12-LOX inh	BLM inh	TRHR ag	Pol kappa inh	Pol beta inh
CCn1cc(C(=O)O)c(=O)c2cc(F)c(N3CCN(C(=S)NC(=O)c4ccccc4C)CC3)cc21	33%[activator]	-2%	-2%	-9%	-1%	-9%	0.2	-3%	1%
Cc1ccc(S(=O)(=O)N(Cc2cc3cccc(C)c3[nH]c2=O)c2ccccc2)cc1	5%	2%	-3%	-16%	-12%	-3%	-0.1	-3%	-24%
COC(=O)c1c(-c2ccc(Cl)cc2)noc1N1CCN(c2ccc(F)cc2)CC1	20%	/	-2%	-13%	-9%	-2%	0.5	-8%[60.1 µM]	2%
CC(=O)c1cccc(S(=O)(=O)NCCC(=O)NC2CCCCCC2)c1	23%	10%	-1%	/	-9%&8%	/	-0.5	-2%	/
COc1ccc(CCNC(=O)CCNC(=O)c2ccc(Br)cc2)cc1OC	-2%	-1%	-12%	-7%	-6%	6%	-0.3	-15%	5%[57.1 µM]
Cc1ccc(OCc2ccc(C(=O)NCC3CCCO3)cc2)cc1C (stereo not drawn)	2%	13%	1%	/	-8%	/	-0.2	2%	/

(cont.)
SMILES	POLI inh	APEX1 inh	ERG Ets-DNA blk	Apoferritin bind	12-LOX inh	BLM inh	TRHR ag	Pol kappa inh	Pol beta inh
N#CC(=C(O)COC(=O)c1ccc2c(c1)OCCO2)c1nc2ccccc2[nH]1	?	/	12%	/	3%	/	/	-26%	/
COc1ccc(NC(=S)N/N=C/c2cccn2Cc2ccccc2F)cc1	86%[activator]	-3%	-11%	-10%	12%	-1%	0.5	-11%	8%
O=C(COc1coc(CN2CCc3ccccc32)cc1=O)N1CCCCC1	18%	-3%	2%	/	-9%	/	-0.3	-14%	/
CC(C(=O)O)N(c1ccccc1Cl)S(C)(=O)=O (stereo not drawn)	3%	0%	-1%	/	31%[activator]	/	0.6	-7%	/
Cn1cc(C(=O)N/N=C/C2=C(N3CCOCC3)C(=C/c3ccc([N+](=O)[O-])cc3)/CC2)ccc1=O	50µM*	/	0%	/	24%	/	/	-33%	/
Cc1csc(NC(=O)c2cc3c(s2)CCCC3)n1	?	-8%	8%	-17%	?	3%	-0.7	-3%	0%
CCSc1nc2c(c(=O)[nH]1)C(C(C)C)C(C#N)=C(N)O2 (stereo not drawn)	-3%	-2%	2%	3%	277%[activator]	-2%	-0.2	4%	34%
O=C(CSc1nnc(-c2cccnc2)n1Cc1ccco1)c1ccc(Cl)c(Cl)c1	?	2%	-1%	?	?	-18%	-0.4	-9%	?
Cc1cccc(NC(=S)N2CCN(S(=O)(=O)c3cccc(F)c3)CC2)c1	15%	2%	13%	-12%	13%	-8%	-0.1	-5%	14%
COc1ccc(-c2ccc(SCC(=O)c3cccs3)nn2)cc1	109%[activator]	0%	4%	?	5%	-6%	-0.5	-9%	?
COc1ccc(/C=N/N(CCC(=O)NC(C)(C)C)C2=NS(=O)(=O)c3ccccc32)cc1	107%[activator]	-6%	1%	2%	2%	-2%	1.0	1%	24%
CC(NC(=O)C1CCN(C(=O)[C@@H]2Cc3ccccc3CN2C(=O)OC(C)(C)C)CC1)c1ccccc1 (stereo partly drawn)	32%[activator]	-4%	-4%	-1%	4%	-1%	-0.3	5%	25%
COc1ccc(CCNC(=O)Cc2c(C)c3cc(OC)c(OC)cc3oc2=O)cc1	22%	/	-1%	7%	-15%	-5%	-0.8	3%	15%
COCCNC(=O)c1ccc2c3n(nc2c1)-c1ccccc1CO3	-1%	12%	-2%	13%	?	4%	-0.3	-2%	20%
S=c1[nH]nc(-c2ccc(Br)cc2)n1Cc1ccccc1	31%[activator]	-3%	-2%	-23%	?	-3%	-1.2	1%	-3%
CN(C)/N=C/c1cn(-c2ccccc2)nc1-c1cccnc1	30%	-13%	0%	0%	11%	0%	-1.2	7%	-8%
Cc1ccc(NS(=O)(=O)c2ccc(C(=O)N3CCN(S(=O)(=O)c4ccccc4)CC3)cc2)cc1	1%	-2%	6%	/	?	/	-0.3	-7%	/
O=C(NNC(=O)c1cccc(Br)c1)C(=O)N1CCCCC1	6%	3%	-4%	8%	3%	0%	-0.2	-8%	4%
CCOc1ccc(CCNC(=O)C(CC)n2nc(C)n3c(cc4sccc43)c2=O)cc1OCC (stereo not drawn)	-11%	-4%	-15%	?	13%	2%	0.5	0%	4%
COc1cc(CNC(=O)c2ccccc2NC(=O)C2=C(C)OCCS2)cc(OC)c1OC	28%	-1%	2%	-8%	18%	-2%	0.5	1%	5%
C=CCn1c(N)cc(=O)nc1SCC(=O)Nc1ccc(C(=O)OC)cc1	17%	19%	1%	-7%	0%	0%	0.6	-11%	-10%
NS(=O)(=O)c1cccc(NC(=O)CSc2nnc(C3CC3)n2C2CC2)c1	13%	-3%	3%	/	239%[activator]	/	0.3	10%	/
COc1ccc(-c2cc(C(F)F)n3ncc(C(=O)Nc4cccc(S(=O)(=O)N5CCOCC5)c4)c3n2)cc1	-9%	15%	14%	-5%	-4%	1%	0.0	-4%	33%
COc1ccc(C(=O)/C(C#N)=N/Nc2cccc([N+](=O)[O-])c2)cc1	-4%	8%	-6%	-11%	-22%	-3%	1.0	-17%	-2%
